# TMEM16A act – TMEM16A chloride channel activators or potentiators, primary screen, cell-based, HTS; B-score at 10 µM; AID 623877, 2012; 340,000 compounds, 0.3% hits; HEK293 TMEM16A/YFP-H148Q/I152L, iodide quench fluorescence; stronger effect = lower value; Anoctamin-1 (Mus musculus), Q8BHY3;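 active = fluorescence-ratio B-score plate-corrected deviation score at least 3 library SD below zero, with starting fluorescence score within 5 deviations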;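 note: channel opened by trigger with iodide after compound preincubation; score built on the fluorescence ratio of max minus min over baseline; more negative score means more quench and so TMEM16A activation or potentiation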
# SKKanGAS inh – S. pyogenes SKKanGAS growth inhibitors in kanamycin, primary screen, streptokinase expression inhibitor project, SKKanGAS strain, BacTiter-Glo luminescence; 6 h; inhibition, % at 7.5 µM; 300,000 compounds, 1.3% hits; AID 1662, 2009;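 active = mean replicate score, as percent of positive control median, at least 50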;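 note: strain carries kanamycin resistance gene driven by streptokinase promoter and grows in 40 µg/ml kanamycin; loss of luminescence reflects streptokinase promoter inhibition or plain growth inhibition; 0% = median of DMSO wells and 100% = positive control at its reference dose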
# MrgX1 allo act – positive allosteric modulators of MrgX1, primary screen, HEK293 cells, Fluo-4 calcium flux; B-score at 10 µM; FDSS; stronger effect = higher value; 310,000 compounds, 0.63% hits;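 active = plate-corrected calcium response at least 3 library SD above typical, normal starting fluorescence, not activating the receptor alone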;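 note: compound read alongside a low EC10 to EC30 dose of BAM8-22 agonist; peak minus trough fluorescence over baseline measured at the second addition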
# TRPC6 inh – mouse TRPC6 channel inhibitors, primary screen, cell-based, HEK293, membrane potential dye; ACh-evoked depolarization; stronger effect = lower value; AID 2553, 2010; B-score at 10 µM; 310,000 compounds, 1.1% hits; Short transient receptor potential channel 6 (Mus musculus), Q61143;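 active = B-score under library mean minus 3 SD, initial fluorescence not abnormally high, positive integrated signal ratio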;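 note: B-score derived from integrated fluorescence ratio over the kinetic read; more negative B-score means stronger inhibition of depolarization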
# Target sequence (Q61143 whole entry, looked up): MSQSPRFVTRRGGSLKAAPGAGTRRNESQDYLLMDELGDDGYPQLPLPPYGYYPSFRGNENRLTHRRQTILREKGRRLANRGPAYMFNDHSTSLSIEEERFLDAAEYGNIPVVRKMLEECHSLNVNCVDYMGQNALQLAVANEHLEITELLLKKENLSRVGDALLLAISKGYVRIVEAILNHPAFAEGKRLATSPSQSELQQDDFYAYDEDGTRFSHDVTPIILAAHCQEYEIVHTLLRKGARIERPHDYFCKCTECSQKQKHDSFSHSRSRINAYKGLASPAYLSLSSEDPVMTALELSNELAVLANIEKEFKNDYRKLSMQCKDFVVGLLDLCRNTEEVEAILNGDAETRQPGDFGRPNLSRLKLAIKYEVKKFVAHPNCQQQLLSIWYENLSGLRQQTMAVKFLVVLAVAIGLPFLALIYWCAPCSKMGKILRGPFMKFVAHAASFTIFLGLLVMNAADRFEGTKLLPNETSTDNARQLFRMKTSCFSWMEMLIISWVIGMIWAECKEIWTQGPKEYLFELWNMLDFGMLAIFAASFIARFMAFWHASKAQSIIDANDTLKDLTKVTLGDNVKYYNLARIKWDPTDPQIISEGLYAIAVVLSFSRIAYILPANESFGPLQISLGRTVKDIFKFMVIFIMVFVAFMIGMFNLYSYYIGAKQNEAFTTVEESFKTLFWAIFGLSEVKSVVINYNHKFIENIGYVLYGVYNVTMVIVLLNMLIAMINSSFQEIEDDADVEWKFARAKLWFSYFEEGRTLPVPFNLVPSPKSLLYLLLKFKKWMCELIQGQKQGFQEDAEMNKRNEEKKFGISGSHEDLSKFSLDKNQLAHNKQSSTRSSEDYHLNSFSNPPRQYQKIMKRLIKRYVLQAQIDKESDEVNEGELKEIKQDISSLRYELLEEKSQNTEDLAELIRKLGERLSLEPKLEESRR
# RGS4 act – RGS4 potentiators or activators, primary screen, cell-based, HEK293 M3R inducible RGS4, calcium flux; carbachol calcium flux Fluo4; stronger effect = lower value; B-score at 10 µM; 310,000 compounds, 0.92% hits; AID 463111, 2010;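 active = B-score of the integrated calcium signal more than 4 SD below the library mean, with starting fluorescence not abnormally high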;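 note: negative B-score means reduced calcium response which marks RGS4 activation or potentiation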
#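 Also added: carbachol at ECmax as muscarinic agonist stimulus; Assay system: HEK293 cells with stable M3R and inducible RGS4; Timing: overnight RGS4 induction, 30 min dye load 37 °C, 20 min compound RT; Measured by: Fluo4-AM (2 µM) calcium-flux fluorescence, kinetic read.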
# MrgX1 antag – antagonists of human MrgX1 receptor, primary screen, HEK293 cells, Fluo-4 calcium flux; Mas-related G-protein coupled receptor member X1 (Homo sapiens), Q96LB2; BAM8-22 antagonism; stronger effect = lower value; B-score at 10 µM; 310,000 compounds, 1.3% hits; AID 588676, 2011;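 active = calcium-response B-score plate-corrected more than 3 library SD below zero, starting fluorescence within 5 deviations, no agonist response on first addition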;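 note: peak minus trough fluorescence over baseline after final BAM8-22 challenge near maximal dose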
# TRPC6 activator – mouse TRPC6 channel activators, primary screen, cell-based, HEK293, membrane potential dye | B-score at 10 µM | HEK293-TRPC6 membrane potential dye fluorescence; stronger effect = higher value | Short transient receptor potential channel 6 (Mus musculus), Q61143 | 310,000 compounds, 0.13% hits;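 active = B-score of the integrated fluorescence ratio above library mean plus 3 SD, and starting fluorescence ratio within library mean plus 5 SD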;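 note: higher score means more depolarization so channel activation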
# MrgX1 agonist – agonists of human MrgX1 receptor, primary screen, HEK293 cells, Fluo-4 calcium flux | Mas-related G-protein coupled receptor member X1 (Homo sapiens), Q96LB2 | Fluo-4 calcium fluorescence, agonist mode; stronger effect = higher value | B-score at 10 µM | 310,000 compounds, 0.44% hits;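 active = calcium response B-score plate-corrected fluorescence ratio at least 3 library SD, with starting fluorescence B-score inside 5 SD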
#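 System: HEK293 cells stably expressing human MrgX1 receptor; Dosing: test compound in the initial addition of three; Schedule: overnight plating, then 30 min 37 °C plus 30 min room-temperature dye loading; Detection: kinetic calcium dye fluorescence, Fluo-4 NW; Controls: per-plate positive and negative controls for Z′ factor.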
# RGS4 block – RGS4 inhibitors, primary screen, cell-based, HEK293 M3R inducible RGS4, calcium flux; Regulator of G-protein signaling 4 (Homo sapiens), P49798; Fluo-4 calcium flux; stronger effect = higher value; triggered by carbachol at its EC20; B-score at 10 µM; 310,000 compounds, 0.45% hits;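 active = B-score, a plate-corrected calcium signal, over three deviations above library mean, with baseline fluorescence within five deviations of library mean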;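 note: RGS4 expression induced by doxycycline in cells with stable M3 receptor; B-score is computed from the integrated fluorescence ratio over baseline after carbachol; higher B-score means a larger calcium signal and so more RGS4 inhibition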
# Target sequence (P49798 whole entry, looked up): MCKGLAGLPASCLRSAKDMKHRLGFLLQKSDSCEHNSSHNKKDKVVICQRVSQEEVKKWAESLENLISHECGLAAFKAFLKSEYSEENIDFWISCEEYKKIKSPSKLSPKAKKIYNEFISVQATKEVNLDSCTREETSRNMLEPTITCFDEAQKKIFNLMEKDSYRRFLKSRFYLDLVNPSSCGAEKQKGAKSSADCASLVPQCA
# TMEM16A inh – TMEM16A chloride channel inhibitors, primary screen, cell-based, HTS | normalized B-score (activity score, 25-100; higher = stronger inhibition) at 10 µM | 310,000 compounds, 1.2% hits | Anoctamin-1 (Mus musculus), Q8BHY3 | HEK293 TMEM16A/YFP iodide influx fluorescence, ionomycin | AID 588511, 2011;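 active = ratio plate-corrected score three or more library SD toward inhibition, starting fluorescence score within five deviations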;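 note: score derived from kinetic fluorescence span divided by baseline fluorescence per well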
# HDAC3 inh – HDAC3 deacetylase inhibitors, primary screen, biochemical, fluorescence, cell-free homogeneous | Histone deacetylase 3 (Homo sapiens), O15379 | recombinant HDAC3, fluorogenic peptide/trypsin coupled | inhibition, % at 8.3 µM | 320,000 compounds, 0.15% hits; in the data active = inhibition above about 26%, passing the limit was not always enough
# * marks the source's active call; other numbers are inactive results; i = inactive; · = not tested or not shown. Not a hit list (roughly 6.7% active in at least one column).
SMILES,TMEM16A act,SKKanGAS inh,MrgX1 allo act,TRPC6 inh,RGS4 act,MrgX1 antag,TRPC6 activator,MrgX1 agonist,RGS4 block,TMEM16A inh,HDAC3 inh
Cc1cccc(-c2noc(CN(C)C(=O)c3ccoc3C)n2)c1,i,-3,i,i,i,i,i,i,i,i,-5
N/C(=N\OC(=O)C1CC1)c1ccc([N+](=O)[O-])s1,i,-4,i,i,i,i,i,i,i,i,2
Cc1ccc(Cl)cc1NC(=O)C(=O)N1CCCCC1,i,-9,i,i,i,i,i,i,i,i,12
Cc1cc(C)cc(-n2ncc3c2CCCC3NC(=O)c2csnn2)c1 (stereo not drawn),i,-1,i,i,i,i,i,i,i,i,2
COc1ccccc1CCN1CCCC(CN(C)Cc2ccc(OCCO)cc2)C1 (stereo not drawn),i,2,i,i,i,i,i,i,i,i,3
Cc1cc(N2CCCC2=O)ccc1S(=O)(=O)N1CCOCC1,i,5,i,i,i,i,i,i,i,i,2
O=C1N2CCCc3cccc(c32)C12Nc1ccccc1S2 (stereo not drawn),i,4,·,i,i,·,i,·,i,·,·
C=CCNC(=O)/C(C#N)=C/c1c(C)nn(-c2ccccc2)c1Cl,i,-5,i,i,i,i,i,i,i,i,15
COc1cc(CN2CCNC(=O)C2CC(=O)NCc2csc(C(C)C)n2)cc(OC)c1 (stereo not drawn),i,13,i,i,i,i,i,i,i,i,-1
O=C1CCC(C(=O)OCc2c(Cl)cccc2Cl)N1 (stereo not drawn),i,1,i,i,i,i,i,i,i,i,-1
COC(=O)C1=NN(C(C)=O)C2(CC(=O)N(c3cccc(C)c3)C2=O)C1 (stereo not drawn),i,8,i,i,i,i,i,i,i,i,0
CCCC1CCC(C(=O)n2nc(N)c3cc4ccc(OC)cc4nc32)CC1 (stereo not drawn),i,-5,i,i,i,i,i,i,i,i,-3
Cc1ccc(NC(=O)N2CCOCC2)c(C)c1,i,-2,i,i,i,i,i,i,i,i,2
Cc1nc(CNC(=O)CC2C(=O)NCCN2Cc2ccc(F)cc2)cs1 (stereo not drawn),i,6,i,i,i,i,i,i,i,i,9
COCCCNc1nc2ccccc2nc1NS(=O)(=O)c1ccc(C)cc1C,i,25,i,i,i,i,i,i,i,i,-6
O=C(NC1CCCCC1)c1cccs1,i,-2,i,i,i,i,i,i,i,i,-2
CCn1c(C)nc2cc(C(=O)NNC(=S)NC(=O)c3ccc(OC)cc3)ccc21,i,59*,i,i,i,i,i,i,i,i,2
NS(=O)(=O)c1cccc(-n2cnnn2)c1,i,-8,i,i,i,i,i,i,i,i,·
CCOc1ccc(NC(=S)NCC(c2cccnc2)N2CCOCC2)cc1 (stereo not drawn),i,8,i,i,i,i,i,i,i,i,-11
Cc1csc(NC(=O)c2ccc(Br)s2)n1,i,1,i,i,i,i,i,i,i,i,-3
Cc1ccccc1OC(C)C(=O)NCc1cccnc1 (stereo not drawn),i,1,i,i,i,i,i,i,i,i,1
CN(C)CCNC(=O)c1cc2ccccc2oc1=O,i,-2,i,i,i,i,i,i,i,i,-3
CC(C)(C)NC(=O)Cn1nnc(-c2cccs2)n1,i,-6,i,i,i,i,i,i,i,i,-7
CCOC(=O)C1CCCN(CCC(=O)Nc2ccc(C)cc2)C1 (stereo not drawn),i,2,i,i,i,i,i,i,i,i,-5
COc1ccccc1-n1c(SCC(=O)N2CCCCC2)nnc1-c1ccccc1O,i,4,i,i,i,i,i,i,i,i,-11
CC1=CC2=NC(=O)/C(=C\c3cccn3CCOc3cccc(C)c3)C(=N)N2O1,i,-2,i,i,i,i,i,i,i,i,6
O=[N+]([O-])c1nn(-c2ccccc2)n(O)c1=NCc1ccc2c(c1)OCO2,i,2,i,i,i,i,i,i,i,i,3
COc1ccccc1NC(=O)Cc1noc(CSc2cccc[n+]2[O-])n1,i,8,i,i,i,i,i,i,i,i,-1
O=C(O)CCC(=O)Nc1ccc(N2CCCCC2)c(C(=O)O)c1,i,8,i,i,i,i,i,i,i,i,2
Nc1c(C(=O)N/N=C/c2ccc(Cl)cc2)cnn1-c1ccccc1,i,-14,i,i,i,i,i,i,i,i,3
COc1ccc(-n2c(C)cc(C(=O)CSc3nn4c(=O)c(C(C)(C)C)nnc4s3)c2C)cc1,i,20,i,i,i,i,i,i,i,i,-7
CC1CC(C)CN(C(=O)CSc2nnc(-c3ccc(Cl)s3)o2)C1 (stereo not drawn),i,-7,i,i,i,i,i,i,i,i,2
NC(=O)CSc1nnc(-c2cccc(S(=O)(=O)N3CCCCC3)c2)o1,i,7,i,i,i,i,i,i,i,i,-2
CC(=O)NC1=NC(=O)/C(=C/N2CCCCC2)S1,i,9,i,i,i,i,i,i,i,i,-2
Cc1ccccc1-c1nc(CN2CCSCC2)c(C)o1,i,0,i,i,i,i,i,i,i,i,1
CC(C)Oc1ccc(C(=O)CCN2CCOCC2)cc1,i,9,i,i,i,i,i,65*,i,i,0
CN(C(=O)COc1ccc2c(-c3ccccc3)cc(=O)oc2c1)C1CCS(=O)(=O)C1 (stereo not drawn),i,-2,i,i,i,i,i,i,i,i,17
CC1CCN(c2nc3ccc(C(=O)N4CCN(Cc5ccc6c(c5)OCO6)CC4)cc3s2)CC1,i,4,i,i,i,i,i,i,i,i,14
Nc1ccccc1SCC(=O)Nc1nc(-c2ccccc2)cs1,i,-9,i,i,i,i,i,i,i,i,4
CCCCOC(=O)c1ccc(NC(c2ccc(C)cc2)P(=O)(OC)OC)cc1 (stereo not drawn),i,-1,i,i,i,i,i,i,i,i,7
CN(C)c1cccc(NC2=CC(=[N+]3CCOCC3)CC(C)(C)C2)c1,i,5,i,i,i,i,i,i,i,i,3
CC1=NC(=O)C(N=Nc2ccccc2C(=O)O)N1c1ccccc1 (stereo not drawn),i,30,·,i,i,·,i,·,i,·,·
C/C(N)=C(/C#N)C(=O)COC(=O)CSc1ccccc1,i,-8,i,i,i,i,i,i,i,i,6
CC1=NNC(=O)C1CCC(=O)N/N=C\c1ccccc1[N+](=O)[O-] (stereo not drawn),i,1,i,i,i,i,i,i,i,i,1
CCN(CC)C(=O)c1sc2nc(-c3ccncc3)[nH]c(=O)c2c1C,i,6,i,i,i,i,i,i,i,i,3
Cc1ccc(C(=O)N2CCOCC2)cc1[N+](=O)[O-],i,-3,i,i,i,i,i,i,i,i,0
O=[N+]([O-])c1cc([N+](=O)[O-])c2cccnc2c1Oc1ccccc1O,i,21,i,i,i,i,i,i,i,i,9
O=C(NCCN1CCOCC1)C1CCC(CNS(=O)(=O)c2ccccc2)CC1 (stereo not drawn),i,-3,i,i,i,i,i,i,i,i,·

# A draw from above in order of count of non-hydrogen atoms, low to high.
SMILES,TMEM16A act,SKKanGAS inh,MrgX1 allo act,TRPC6 inh,RGS4 act,MrgX1 antag,TRPC6 activator,MrgX1 agonist,RGS4 block,TMEM16A inh,HDAC3 inh
C/C(N)=C(/C#N)C(=O)COC(=O)CSc1ccccc1,i,-8,i,i,i,i,i,i,i,i,6
CC1=NNC(=O)C1CCC(=O)N/N=C\c1ccccc1[N+](=O)[O-] (stereo not drawn),i,1,i,i,i,i,i,i,i,i,1
CC1CCN(c2nc3ccc(C(=O)N4CCN(Cc5ccc6c(c5)OCO6)CC4)cc3s2)CC1,i,4,i,i,i,i,i,i,i,i,14

# Additional records follow:
SMILES,TMEM16A act,SKKanGAS inh,MrgX1 allo act,TRPC6 inh,RGS4 act,MrgX1 antag,TRPC6 activator,MrgX1 agonist,RGS4 block,TMEM16A inh,HDAC3 inh
CCn1c(Cc2ccccc2)nnc1SCC(=O)Nc1nccs1,i,-6,i,i,i,i,i,i,i,i,5
CCOCCCNc1ncc2c(n1)CC(c1ccc(C)cc1)CC2=O (stereo not drawn),i,5,i,i,i,i,i,i,i,i,0
CCCCC(=O)N1CCN(c2nc3ccc(OCC)cc3s2)CC1,i,-7,i,i,i,i,i,i,i,i,3
Cc1cc(C)nc(N/N=C/c2cccc([N+](=O)[O-])c2)n1,i,4,i,i,i,i,i,i,i,i,-1
CCn1nc(C(=O)NCC(c2cccs2)N2CCOCC2)c2ccccc2c1=O (stereo not drawn),i,-5,i,i,i,i,i,i,i,i,1
CC(C)n1c(NCc2ccccc2O)nc2ccccc21,i,5,i,i,i,i,i,i,i,i,7
COc1ccc2cc(CCNC(=O)c3cccc([N+](=O)[O-])c3)c(=O)[nH]c2c1,i,5,i,i,i,i,i,i,i,i,-8
O=C(NCC1CCCO1)c1csc2c1CCCC2 (stereo not drawn),i,1,i,i,i,i,i,i,i,i,2
COCCN(CCOC)C(=O)COC(=O)c1ccc(Cl)c(S(=O)(=O)N(C)c2ccccc2)c1,i,-9,i,i,i,i,i,i,i,i,-9
CCN(CC(=O)Nc1ccccc1C(F)(F)F)C(=O)c1oc2ccc(OC)cc2c1C,i,-7,i,i,i,i,i,i,i,i,3
Cc1ccccc1NS(=O)(=O)c1nnc(NC(=O)c2ccccc2C)s1,i,29,i,i,i,i,i,i,i,i,3
COc1ccc(C2=NOC(Cn3c(Cc4ccc(Cl)cc4)nc4c3c(=O)n(C)c(=O)n4C)C2)cc1 (stereo not drawn),i,10,i,i,i,i,i,i,i,i,-5
CC1CCCN(S(=O)(=O)c2ccc(S(=O)(=O)N3CCCN(Cc4ccccc4)C3)cc2)C1 (stereo not drawn),i,-2,·,i,i,·,i,·,i,·,·
COc1cnc(-c2ccccn2)nc1Sc1ccc(F)cc1,i,56*,i,i,i,i,i,i,i,i,-5
CCCCC(=O)NC(=S)Nc1c(C)cc(Br)cc1C,i,1,9.3*,i,i,i,i,i,i,i,-2
